Siah-1 displacement – Siah-1 peptide-binding antagonists, primary screen, biochemical, fluorescence polarization, rhodamine-plectin, uHTS (AID 1817); Siah-1 / rhodamine-plectin peptide fluorescence polarization; higher % means a stronger effect; one-dose displacement, % at 20 µM; IC50 in µM for titrated hits; 0.02% of 290,000 active;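 active = displacement of at least 50% at 20 µM, with a fluorescence ratio check between 0.3 and a set limit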;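 note: plate controls were Siah plus tracer with DMSO for no effect and tracer alone without Siah for full effect; strong numbers were not always called active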
HIV fusion peptide – inhibitors of HIV fusion peptide binding, primary screen, biochemical, uHTS, fluorescence dequenching (AID 1986) | cell-free peptide binding, fluorescence dequenching, 30 min; higher % means a stronger effect | 0.3% of 290,000 active | one-dose inhibition, % at 20 µM; IC50 in µM for titrated hits; in the data active = inhibition mostly above about 52%, no sharp cut-off; inactive = mostly below about 76%; note: some results filed as inactive read as strong as hits
KOR beta-arrestin-1 – KOR agonists, beta-arrestin recruitment, primary screen, cell-based, luminescence, uHTS (AID 1777). KOR beta-arrestin recruitment, luminescence; higher % means a stronger effect. activation, % at 10 µM; hits with a dose series show EC50 in µM. 0.02% of 280,000 active; in the data active = activation above about 50%, passing the limit was not always enough; note: a part of the inactive calls stands beside numbers as strong as those of hits
KOR beta-arrestin-2 – kappa opioid receptor blockers – cell-based, luminescence, uHTS (AID 1778) | 0.091% of 290,000 active | inhibition, % at 10 µM, or IC50 in µM where a hit was titrated | KOR beta-arrestin recruitment, luminescence, antagonist mode; higher % means a stronger effect; note: strong numbers were not always called active
LYP inhibition – PTPN22 lymphoid phosphatase activity blockers – biochemical, fluorescence intensity, uHTS (AID 1779); inhibition, % at 11.5 µM, or IC50 in µM where a hit was titrated; recombinant LYP phosphatase, fluorescence intensity; higher % means a stronger effect; 0.054% of 290,000 active;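 note: plate controls were vehicle with enzyme for no effect and no enzyme for full effect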
Myeloid diff MLP – promotes myeloid progenitor differentiation; 1% of 360,000 active; calls only at 10 µM; ER-HoxA9 myeloid progenitors, lysozyme-GFP differentiation, flow cytometry; AID 624256;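 active = normalized GFP-positive differentiation at or above the plate's own cutoff, the solvent-only control mean plus 3 SD; inconclusive = no clear call, values can overlap the other calls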;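 note: cells exposed to compound for four days before flow analysis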
NOD1 inhibition – NOD1 signaling inhibitors, primary screen, cell-based, luminescence, uHTS (AID 1578). 1% of 290,000 active. NOD1-driven NF-kB luciferase reporter cells, luminescence; higher % means a stronger effect. one-dose inhibition, % at 4 µM; EC50 in µM for titrated hits; in the data active = inhibition mostly above about 36%, no sharp cut-off; inactive = mostly below about 34%;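 note: HEK-293T reporter cells stimulated with the NOD1 agonist gamma-tri-DAP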
PhoP inhibition – inhibitors of PhoP regulon expression, primary screen, Salmonella Typhimurium, GFP reporter (AID 1863) | S. Typhimurium PhoP-regulated promoter GFP reporter, 4 h; higher % means a stronger effect | one-dose inhibition, % at 50 µM; IC50 in µM for titrated hits | 0.16% of 300,000 active;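 active = inhibition over 29.93%, a cutoff 3 SD above the screen mean, later confirmed by dose response; inconclusive = inhibition over 29.93% but no dose response follow-up; inactive = inhibition at most 29.93% or unconfirmed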;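 note: 0% = low Mg2+ inducing control and 100% = high Mg2+ repressing control; strong numbers were not always called active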
NOD2 inhibition – NOD2 signaling inhibitors, cell-based, luminescence, uHTS, HEK293 (AID 1566); HEK293 NOD2/NF-kB luciferase reporter, luminescence; higher % means a stronger effect; inhibition, % at 4 µM; hits with a dose series show EC50 in µM; 0.63% of 290,000 active; note: many of its hits are not listed in these tables
Myeloid diff MLP GFP+ MAC1+ % – also measured in Myeloid diff MLP; calls as there; GFP+ MAC1+ double positive, %; measured here: differentiation confirmed by MAC1 staining
The depositor's hits bear a star; i = inactive; u = inconclusive; x = no result given; [ ] = dose if it differs, or a comment. Cut-off read from the data, not from the text of the source, unless noted: active = inhibition above about 50%; inactive = the rest.

compound	Siah-1 displacement	HIV fusion peptide	KOR beta-arrestin-1	KOR beta-arrestin-2	LYP inhibition	Myeloid diff MLP	Myeloid diff MLP GFP+ MAC1+ %	NOD1 inhibition	PhoP inhibition	NOD2 inhibition
OCCN1CCOCCOCCN(CCO)CCN(CCO)CC1	-1%	3.9%	2.3%	-22%	-14%	i	0.3	11%	-6%	-1%
CCn1c(=O)n(CC)c2cc(S(=O)(=O)N3CCOCC3)ccc21	3%	-1.3%	-1.2%	28%	-4%	i	0.5	-4%	9%	4%
CC(C)c1ccc(NS(=O)(=O)c2cn(C)c(=O)n(C)c2=O)cc1	-1%	1.0%	-3.6%	2%	-4%	i	1.8	-20%	-4%	10%
CCOC(=O)N1CCN(S(=O)(=O)c2ccc(C(=O)NNc3nc4c(C)cc(C)cc4s3)cc2)CC1	-7%	3.2%	3.6%	-67%	-1%	i	2.5	37%	42%	-4%
O=C(COC(=O)CNS(=O)(=O)/C=C/c1ccccc1)Nc1cccc2ccccc12	9%	-1.5%	-2.6%	7%[20 µM]	-9%	i	0.5	-17%	-3%	-3%
Cc1ccc(-c2cc(C(F)F)n3ncc(C(=O)N4CCCc5ccccc54)c3n2)cc1	7%	3.4%	-2.4%	1%	-5%	i	2.1	-14%	5%	-6%
CCOc1ccc(OCC)c(S(=O)(=O)N2CCCCC2)c1	3%	-0.2%	-1.0%	17%	-4%	i	1.1	2%	5%	16%
COc1ccc(OC)c(NC(=O)Cn2c(C)nc3ccccc3c2=O)c1	4%	-1.2%	x	1%[20 µM]	-9%	i	0.6	-18%	11%	10%
CC1CCCN(C(=O)CN(C)S(=O)(=O)c2cccc3nsnc23)C1 (stereo not given)	8%	0.0%	2.2%	14%	-8%	i	0.2	-14%	0%	6%
CC(NC(=O)c1ccc(Br)s1)C1CCCO1 (stereo not given)	1%	-4.0%	0.2%	-1%	-10%	i	4.9	9%	5%	-19%
CC(CN1CCOCC1)OC(=O)/C=C/c1ccccc1 (stereo not given)	-5%	-1.3%	3.1%	-12%	-2%	i	1.2	-24%	-1%	-23%
CCCc1nc(SCc2cccnc2)c2c(=O)n(C)c(=O)n(C)c2n1	1%	-3.5%	-4.0%	-9%	-3%	i	1.2	9%	-6%	12%
O=C(Nc1cccnc1Cl)c1cccnc1Cl	-3%	1.2%	2.1%	-30%	-5%	i	0.7	15%	3%	-3%
CC(C)CCNC(=O)CN(CCN1CCOCC1)C(=O)Cn1nnc(-c2ccc(F)cc2)n1	-2%	3.2%	-0.9%	-28%	-3%	i	5.5	-16%	1%	4%
O=C(O)CCC(=O)c1cccc2ccccc12	2%	-2.0%	-5.2%	-6%	-1%	i	0.5	-14%	5%	-28%
Cc1ccc(N(C)S(=O)(=O)c2ccc(-c3cnc(C4CC4)o3)cc2)cc1	-4%	-1.4%	11%	-200%	-1%	u	x	32%	2%	18%
COc1ccc(S(=O)(=O)N2CCC(NC(=O)OCc3c(Cl)cccc3Cl)CC2)cc1	6%	0.8%	-5.3%	16%	3%	i	1.1	-14%	21%	30%
CC1=CC2=NC(=O)CC(C)(C(=O)N(CC(=O)NC3CCCC3)c3ccccc3C)N2C=C1 (stereo not given)	-1%	-0.5%	6.5%	6%	-7%	i	1.0	8%	x	3%
CC(=O)N1c2ccc(S(=O)(=O)N3CCCCC3)cc2CC1C(=O)NCc1ccccc1C (stereo not given)	-6%	-0.5%	-5.9%	16%	-7%	i	1.3	8%	5%	-3%
Nc1nc(NCCc2ccccc2)nc(NCc2ccccc2)c1[N+](=O)[O-]	-5%	-0.8%	-3.6%	-26%	-3%	i	0.0	2%	6%	13%
CCN(CC)S(=O)(=O)c1ccc(N2CCOCC2)c(NC(=O)c2cc(C)cc(C)c2)c1	2%	0.2%	-3.8%	-2%	4%	i	1.0	-33%	-6%	-11%
Cc1c(Cl)cccc1NC(=S)NCCc1ccc(F)cc1	12%	1.0%	1.1%	-68%[20 µM]	-5%	i	0.8	-35%	-1%	0%
CCOc1ncccc1-c1nc(-c2cccs2)no1	-1%	-2.1%	5.0%	19%	-6%	i	0.4	0%	-1%	-14%
CCOC(=O)N1CCN(C(=O)C2CC(c3cc(OC)ccc3OC)=NO2)CC1 (stereo not given)	-2%	1.2%	5.3%	-21%	2%	i	0.7	-8%	-9%	-6%
COCCCn1c(Cc2csc(Nc3ccc(F)cc3)n2)nnc1SCC(N)=O	-1%	10%	4.2%	-45%	3%	i	0.6	-1%	0%	6%
CCc1ccc(NC(=O)C(C)Nc2ccc(S(=O)(=O)NC(C)=O)cc2)cc1 (stereo not given)	10%	-1.2%	0.4%	-4%	-4%	i	0.5	-6%	-1%	5%
N#CC1=C(N)Oc2cc(N)ccc2C1c1ccc(Cl)cc1 (stereo not given)	2%	-2.1%	-3.0%	0%	1%	i	0.5	-20%	-1%	-94%
Cc1c(C)c2ccc(OCC(=O)NCCCN3CCCC3=O)cc2oc1=O	10%	0.3%	-3.5%	-26%	-11%	i	2.0	-29%	-5%	8%
COC(=O)c1ccc(-c2nc(O)c3cnccn23)cc1	4%	0.4%	0.2%	11%	-2%	i	0.8	-17%	2%	-7%
CC(C)CCn1cnc2c1c(=O)n(CC(=O)NC(N)=O)c(=O)n2Cc1ccccc1	0%	0.3%	7.6%	-12%	-6%	i	0.8	28%	-10%	6%

Shown with values under each structure: entries from further up.
Every second line gives: Siah-1 displacement, HIV fusion peptide, KOR beta-arrestin-1, KOR beta-arrestin-2, LYP inhibition, Myeloid diff MLP, Myeloid diff MLP GFP+ MAC1+ %, NOD1 inhibition, PhoP inhibition, NOD2 inhibition
- Cc1ccc(N(C)S(=O)(=O)c2ccc(-c3cnc(C4CC4)o3)cc2)cc1
→ -4%, -1.4%, 11%, -200%, -1%, u, x, 32%, 2%, 18%
- COc1ccc(S(=O)(=O)N2CCC(NC(=O)OCc3c(Cl)cccc3Cl)CC2)cc1
→ 6%, 0.8%, -5.3%, 16%, 3%, i, 1.1, -14%, 21%, 30%

Additional structures.
compound	Siah-1 displacement	HIV fusion peptide	KOR beta-arrestin-1	KOR beta-arrestin-2	LYP inhibition	Myeloid diff MLP	Myeloid diff MLP GFP+ MAC1+ %	NOD1 inhibition	PhoP inhibition	NOD2 inhibition
CC1CN(Cc2nc3c(c(=O)n(C)c(=O)n3C)n2CC(=O)c2ccccc2)CC(C)O1 (stereo not given)	2%	1.0%	2.8%	6%	-7%	i	4.1	-15%	-2%	-7%
Cc1ccc(S(=O)(=O)CCSc2ccc(C(F)(F)F)cn2)cc1	1%	-1.0%	-0.6%	14%	-6%	i	0.7	-7%	-5%	6%
CCc1cc2cc(C)cc(C)c2nc1SCC(=O)N1CCCC1	1%	-0.3%	-7.0%	-12%	-6%	i	1.9	-12%	3%	18%
CCOc1cc(/C=N/NC(=O)c2cccs2)cc([N+](=O)[O-])c1O	-1%	-0.7%	-3.4%	11%[20 µM]	11%	i	0.1	-41%	-10%	-2%
COc1ccc(CCNS(=O)(=O)c2ccc(Br)cc2)cc1OC	2%	1.3%	-4.2%	7%[20 µM]	1%	i	1.9	-39%	-6%	5%
CC(=O)Oc1ccc(N(C(C)=O)S(=O)(=O)c2ccc3ccccc3c2)cc1	-5%	0.6%	2.2%	-8%	0%	i	0.5	2%	-5%	15%
CCCc1c(C(=O)Nc2ccc(F)cc2C)cnn1-c1ccccc1	-2%	-1.0%	5.6%	3%	-6%	i	0.5	8%	4%	10%
Cn1c(=O)c2c(nc3n2CC(CO)O3)n(C)c1=O (stereo not given)	-4%	-0.2%	1.5%	-5%	-13%	i	0.4	-9%	7%	9%
CC(=O)Nc1ccc2c(c1)C(C)(C)C(C)N2C (stereo not given)	112%	37%	-12%	29%	-4%	x	x	-10%	6%	10%
CC(C)CCN(CC(=O)NCc1ccc(F)cc1)S(=O)(=O)c1ccccc1F	4%	-2.5%	-0.8%	-14%	-4%	i	1.5	-12%	9%	13%
O=C(CCCCl)Nc1c2c(nn1-c1ccccc1)CSC2	0%	3.0%	-5.7%	-21%	-4%	i	0.2	-35%	5%	7%
O=C(Cc1ccccc1)N/N=C/c1ccccc1Cl	1%	-2.8%	5.7%	-15%	-10%	i	6.2	-18%	0%	-10%
O=C1N(CN2CCOCC2)c2ccccc2C12OCC(CCl)O2 (stereo not given)	-4%	-0.3%	3.2%	11%	-6%	i	0.6	-3%	1%	-6%
N#Cc1ccccc1OCC(=O)OCC(=O)c1ccc2c(c1)NC(=O)CO2	2%	0.3%	-8.3%	-12%	-9%	i	1.3	-13%	2%	3%
COc1ccccc1N1CCN(C(=O)c2ccccc2NC(=O)C2CCCCC2C(=O)O)CC1 (stereo not given)	-7%	-1.2%	3.2%	-9%	-4%	i	0.8	30%	0%	10%
CC1(C)CC(=O)CC(C)(C)N1OC(=O)c1ccncc1	4%	0.1%	-3.5%	29%	-3%	i	1.9	-12%	-4%	-9%
Nc1nc(SCC(=O)Nc2ccccc2Oc2ccccc2)n[nH]1	0%	-1.7%	7.7%	32%	-4%	i	0.5	-10%	2%	-1%
N#Cc1c2c(c(Nc3ccc(O)cc3)n3c1nc1ccccc13)CCC2	19%	8.7%	2.1%	44%	-10%	i	7.6	14%	u	3%
COc1ccc(CN2C(=O)CNC2=S)cc1	6%	-2.3%	0.1%	20%	-9%	i	2.1	-6%	8%	12%
CCOc1ccc(/C=C2\SC(=S)N(CCC(=O)Nc3ccc(C(=O)O)cc3)C2=O)cc1	-13%	48%	-2.8%	-37%[20 µM]	0%	i	0.6	-16%	5%	5%
CC(=O)Oc1ccc(C(=O)NCCc2ccccc2)cc1	-2%	0.0%	2.0%	-1%	1%	i	0.0	-16%	8%	-46%
Cc1ccc(-n2c(Cc3cccn3C)nnc2SCC(=O)NCc2ccco2)cc1	0%	-2.8%	2.4%	-22%	-1%	i	4.8	x	-1%	5%
O=C(CCC(=O)OCC(=O)c1cccc([N+](=O)[O-])c1)Nc1cccc(Cl)c1Cl	0%	-4.0%	-0.6%	-5%	1%	i	0.8	x	5%	1%
Nc1nn(-c2cccc(F)n2)cc1-c1ccccc1	16%	-1.6%	-5.3%	0%	-2%	i	0.1	-36%	0%	-112%
Cc1ccc(NC(=O)c2cccs2)cc1[N+](=O)[O-]	-1%	1.2%	0.1%	-38%	-6%	i	0.1	-35%	-7%	-4%
C=CC(O)Cc1c(C)n[nH]c1C (stereo not given)	4%	-1.8%	9.0%	-23%	-2%	i	8.4	-3%	-2%	-2%

A portion of the library (hit frequency here may not be typical).
